DT40 TDP1 CPT – growth inhibition of DT40 Tdp1-/-;hTDP1 cells with camptothecin (screen for TDP1 inhibitors) | Potency, µM (titrated, usually from 46.2 µM), without a hit: top-dose activity change, negative = growth inhibition, hits mostly inhibitors | 420,000 tested, 12% active | chicken DT40 Tdp1-/-;hTDP1 cells + 20 nM CPT, ATP luminescence, 48 h; note: nearly all actives have a fitted effect of over 55% in size
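Cell growth measured by CellTiter-Glo luminescence after a minimum 48 h, 37 C compound exposure with 20 nM CPT in Tdp1-knockout DT40 cells stably expressing hTDP1, seeded 400/well; qHTS titration format.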
TDP1 cell noCPT – qHTS for Inhibitors of human tyrosyl-DNA phosphodiesterase 1 (TDP1): qHTS in cells in absence of CPT; DT40 Tdp1-/- hTDP1 cells, no CPT, ATP luminescence, 48 h; Potency, µM (doses to about 46.2 µM), without a hit: at the highest dose activity change, negative = growth inhibition, usual class: inhibitors; 420,000 tested, 15% active; note: nearly all actives have a fitted effect of over 55% in size
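Growth kinetics read by CellTiter-Glo luminescence after ≥48 hr at 37 °C. Cells: DT40 Tdp1-/- stably carrying human TDP1, 400 per well, compound exposure in the absence of CPT (DMSO vehicle).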
KAT2A inh – GCN5L2 (KAT2A) acetyltransferase inhibition | 390,000 tested, 0.21% active | GCN5L2 HAT assay, ThioGlo1 CoA-SH fluorescence | Q92830 | AID 504327 | Potency, µM (top dose mostly 58.9 µM), inactives show top-dose activity change, negative = inhibition, hits mostly inhibitors
Target sequence (Q92830 whole entry, looked up): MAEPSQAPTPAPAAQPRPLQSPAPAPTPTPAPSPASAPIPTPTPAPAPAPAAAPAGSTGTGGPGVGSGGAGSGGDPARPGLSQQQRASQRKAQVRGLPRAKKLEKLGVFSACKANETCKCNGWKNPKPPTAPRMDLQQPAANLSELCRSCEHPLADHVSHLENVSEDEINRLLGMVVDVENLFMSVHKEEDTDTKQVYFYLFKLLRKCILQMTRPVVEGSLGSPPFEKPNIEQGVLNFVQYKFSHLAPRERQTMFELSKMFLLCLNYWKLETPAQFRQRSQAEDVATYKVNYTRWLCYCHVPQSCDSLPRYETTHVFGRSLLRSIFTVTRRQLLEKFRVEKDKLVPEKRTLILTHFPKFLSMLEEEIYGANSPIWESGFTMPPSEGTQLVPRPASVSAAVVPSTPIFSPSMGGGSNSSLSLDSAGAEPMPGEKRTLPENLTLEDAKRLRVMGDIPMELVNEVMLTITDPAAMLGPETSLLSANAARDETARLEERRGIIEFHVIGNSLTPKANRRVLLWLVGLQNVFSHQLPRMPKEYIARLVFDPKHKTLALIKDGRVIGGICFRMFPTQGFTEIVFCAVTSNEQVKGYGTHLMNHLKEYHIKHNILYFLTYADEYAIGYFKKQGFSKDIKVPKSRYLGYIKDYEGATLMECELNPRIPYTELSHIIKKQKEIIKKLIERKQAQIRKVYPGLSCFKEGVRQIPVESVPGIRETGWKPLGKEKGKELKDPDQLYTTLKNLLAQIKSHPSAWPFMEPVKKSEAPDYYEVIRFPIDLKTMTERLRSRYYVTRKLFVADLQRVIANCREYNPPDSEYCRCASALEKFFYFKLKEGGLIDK
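Compounds, pin-transferred from DMSO stocks, meet 20nM GCN5L2 for 15 min before the reaction begins with H3(1-25) peptide (75uM) and acetyl-CoA (70uM). Thiol-reactive ThioGlo1 reports CoA release over 20 min at room temperature.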
* hit, by the source's call; ? = inconclusive; · = not tested or not shown. Calls come from the whole dose curve; as a rule, active = well fitted curve in the direction sought with a large enough effect; inconclusive = small, poorly fitted or top-dose-only effect, or another doubt; inactive = no such curve, though single readings can be large; an effect the other way counts as inactive or inconclusive. % is set by controls: 0 for no effect and ±100 for the full control effect; potency is the fitted concentration of half-maximal effect.

Each structure is followed by: DT40 TDP1 CPT | TDP1 cell noCPT | KAT2A inh
NCC(=O)NCC(=O)NC[C@H]1O[C@@H](n2ccc(=O)[nH]c2=O)[C@H](O)[C@@H]1O
    2% | -1% | ·
Cc1ccccc1Nc1nc2ccccc2s1
    ? | ? | -3%
CCOc1ccc(N2C(=O)CC(N3CCN(c4ccc(C(=O)c5ccncc5)cc4)CC3)C2=O)cc1 (stereo not given)
    ? | 21µM* | ·
O=C(CSc1nc(NS(=O)(=O)c2ccccc2)cc(=O)[nH]1)Nc1ccccc1C(F)(F)F
    -10% | -9% | -4%
COc1ccc(NC(=O)c2cccc3c(=O)c4c([nH]c23)CCCC4)cc1
    ? | ? | -2%
O=C(C[n+]1cccc(Cl)c1)c1ccc(F)cc1
    -2% | -18% | ·
O=C(CCCn1nnc(-c2cccnc2)n1)c1ccc(F)cc1
    ? | ? | 2%
O=C(c1cccc(Cl)c1)N1CCCC(c2ccc(Cl)cc2)=N1
    ? | ? | -10%
COc1cccc(/C=C(\C(=O)O)c2ccccc2)c1
    4% | -3% | -3%
Cc1ccc(S(=O)(=O)N(Cc2ccc(F)cc2)Cc2ccco2)cc1
    -30% | ? | ·
CN(C)CC(C)(C)CNS(=O)(=O)c1ccc(OC(F)(F)F)cc1
    -8% | -11% | 1%
Cc1cc(=O)n2[nH]nnc2n1
    12% | 2% | -4%
CCCSc1nnc(NC(=O)CSc2nc3[nH]c(=O)cc(O)c3s2)s1
    2% | 23% | -21%
Cc1ccccc1C(=O)O/N=C(\N)c1cccc([N+](=O)[O-])c1
    -25% | -21% | -5%
O=C1CCC/C=C\C[C@H](CC(=O)N(CCO)Cc2ccccc2)C(=O)N2CCC[C@@H]2CO1
    -2% | -14% | 1%
CC1=NN(C(=O)Cc2ccccc2)C(O)(c2cccnc2)C1 (stereo not given)
    4.6µM* | 5.2µM* | -3%
CC(=O)c1cccc(NC(=O)C(NC(C)C)c2ccccc2)c1 (stereo not given)
    2% | -16% | -5%
N#Cc1ccc(OCC(O)CN2CCN(CC(O)COc3ccc(C#N)cc3)CC2)cc1 (stereo not given)
    ? | 26µM* | 1%
CCOC(=O)CNC(=O)/C=C/c1ccc2c(c1)OCO2
    1% | -18% | -4%
CSc1ncccc1C(=O)OCc1cccc([N+](=O)[O-])c1
    1% | 0% | -3%
Cc1c(CC(=O)O)c(=O)oc2cc3c(cc12)CCC(C)(C)O3
    1% | 6% | -14%
Cc1ccc(S(=O)(=O)Cc2ccc(C(=O)N3CCCCC3C)cc2)cc1 (stereo not given)
    -28% | -26% | -4%
Cc1cc2c(cc1C)NC(c1cccnc1)C1=C(CC(C)(C)CC1=O)N2 (stereo not given)
    -10% | 1% | -7%
Cc1cnc(-n2ncc(C(=O)N(C)CC3CCCN(C)C3)c2C2CC2)nc1-c1cccs1 (stereo not given)
    0% | -6% | ·
CN(C)CCN(CC1CCCN(Cc2ccccc2F)C1)C(=O)c1ccc(Cl)cc1 (stereo not given)
    ? | ? | -8%
Cc1ccc2oc(C(=O)N3CCC(C(N)=O)(N4CCCCC4)CC3)c(C)c2c1
    ? | ? | -1%
Cc1ccc(CNS(=O)(=O)c2c(C)[nH]c(C)c2C(=O)N2CCCC2)cc1
    -19% | 2% | -1%
Fc1ccc(N2CCN(C(=S)NCC3CCCO3)CC2)cc1 (stereo not given)
    -3% | -16% | -6%
Cc1ccc(/C=C2\C(=O)NC(=O)N2C)o1
    -4% | 5% | 0%
CN(c1ccccc1)S(=O)(=O)c1ccc(NC(=O)c2ccc(-c3ccccc3)cc2)cc1
    21µM* | ? | -10%
COc1ccc(CCNC(=O)CCCn2c(=S)[nH]c3cc4c(cc3c2=O)OCO4)cc1OC
    -2% | 12% | ·
CC1=C(C(=O)Nc2ccccc2)C(c2ccc(O)cc2)n2nc(SCc3ccccc3)nc2N1 (stereo not given)
    -17% | -29% | 4%
Cc1cccc(-c2nc(CSc3nncn4c3cc3sccc34)c(C)o2)c1
    -96% | ? | -10%
C(=C\c1ccccc1)/CN1CCN(C(c2ccccc2)c2nnnn2-c2ccc3c(c2)OCCO3)CC1 (stereo not given)
    ? | ? | ·
C[C@H](CO)N1C[C@H](C)[C@@H](CN(C)C(=O)Nc2ccccc2F)Oc2ncc(Br)cc2C1=O
    0% | -14% | ·
O=C(COc1ccc(Cl)cc1Br)NC1CC1
    ? | ? | 3%
N#Cc1ccccc1Cn1c(=O)n(CCCC(=O)NCc2ccccc2Cl)c(=O)c2ccccc21
    ? | ? | -11%
Cc1ccc(NC(=O)COc2ccccc2)c(NC(=O)c2ccccc2C)c1
    ? | 21µM* | ·
Cc1cc(C)c(C)c(S(=O)(=O)Nc2ccccc2N2CCOCC2)c1C
    -16% | -8% | -9%
C=CCOc1ccc2cccc(/C=N/NC(=O)c3cc4cc([N+](=O)[O-])ccc4s3)c2c1
    ? | ? | 25%
CC1(C)C(=O)Nc2ccccc2N1C(=O)COC(=O)COc1cccc(C(F)(F)F)c1
    -18% | -3% | -6%
Cc1ccc(SCc2nc(-c3ccc(C(=O)NCCc4ccc(Cl)cc4)cc3)oc2C)cc1
    ? | ? | 0%
CCOC(=O)N1CCC(NC(=O)CCC(=O)N2CC(C)Oc3ccc(Cl)cc32)CC1 (stereo not given)
    -5% | ? | -11%
O=C(CCC1CCCN(Cc2ccncc2)C1)NCc1ccc(F)c(F)c1 (stereo not given)
    5% | -8% | -1%
CCN(CC)CCN(C(=O)C1=COCCO1)c1nc2cc3c(cc2s1)OCO3
    -13% | -30% | -16%
Cc1cccc(C2c3[nH]c4ccccc4c3CCN2C(=O)c2ocnc2C)n1 (stereo not given)
    5% | ? | -4%
COc1ccc(C(=O)CSc2nnc(NC(=O)C3CC(=O)N(c4cccc(OC)c4)C3)s2)cc1 (stereo not given)
    -24% | ? | -1%
COc1ccc(-c2cc(C(=O)NCc3ccco3)c3ccccc3n2)cc1OC
    ? | 18µM* | ·
COc1ccccc1N(C(=O)c1ccco1)C(C(=O)NC1CCCCC1)c1cc(OC)c(OC)c(OC)c1 (stereo not given)
    -4% | -30% | -1%
Nc1ncc(Br)cc1S(=O)(=O)N1CCCCCC1
    -2% | ? | -5%
CC1(C)CC(NC(=O)C2CCC(=O)N(C3CC3)C2)CC(C)(C)C1 (stereo not given)
    5% | -16% | 1%
Cc1csc(NC(=O)c2ccc3nc[nH]c3c2)n1
    ? | 23µM* | -4%
O=C(Nc1ccc(Cl)c([N+](=O)[O-])c1)c1ccco1
    -3% | ? | -3%
COc1ccc(NC(=O)CCCc2nc(-c3ccco3)no2)c(OC)c1
    -17% | -23% | 0%
O=C(CC(=O)Nc1ccccc1[N+](=O)[O-])Nc1ccccc1[N+](=O)[O-]
    -3% | -11% | -2%
CC1CN(CCOc2ccccc2-c2ccccc2)CC(C)O1 (stereo not given)
    ? | ? | -5%
COc1cc(OC)cc(-c2nnc(Nc3nc4c(F)cccc4s3)o2)c1
    21µM* | ? | -8%
Cc1ccc(NC(=O)c2oc3ccccc3c2NC(=O)C2CCCO2)cc1C (stereo not given)
    10µM* | 8.2µM* | -20%
O=C(NCC(=O)N1CCN(C/C=C/c2ccccc2)CC1)c1ccc(OC(F)F)cc1
    ? | 15µM* | 1%
Cc1ccc(C(O)c2ncc(-c3ccccc3Cl)[nH]2)c(C)c1 (stereo not given)
    ? | -23% | ·

(cont.)
Each structure is followed by: DT40 TDP1 CPT | TDP1 cell noCPT | KAT2A inh
CSc1nc(=S)n(-c2cc(C)ccc2C)c(C)c1C(C)=O
    0% | -3% | -21%
NC(=O)Cc1nc(-c2ccccc2)cs1
    1% | 5% | 1%
CCCCCNC(=O)C1C(=O)Nc2ccccc2C(=O)N1C(C)(C)C (stereo not given)
    ? | -9% | ·
CCN(CC)S(=O)(=O)c1ccc(Cl)c(NC(=O)c2ccc(C#N)cc2)c1
    ? | ? | -2%
COc1ccc(-c2csc(NC(=O)Cc3ccccc3F)n2)c(OC)c1
    ? | ? | -7%
CCOCC(=O)Nc1c(C(=O)Nc2ccc(OC)cc2OC)oc2ccccc12
    ? | -22% | 3%
COc1ccc(C(CCN2CCOCC2)c2c(OC)cc(OC)c3ccc(=O)oc23)cc1 (stereo not given)
    ? | 21µM* | -3%
Cc1ccccc1OCC(=O)OCC(=O)N1CCCc2ccccc21
    24% | -9% | -2%
CC1(C(=O)NS(=O)(=O)c2ccc(Cl)cc2)CCN1C(=O)c1ccc(C2CCCCC2)cc1 (stereo not given)
    -4% | -2% | ·
CC(=O)N(c1ccccc1Cl)S(=O)(=O)c1ccc(Cl)cc1
    11% | -28% | -8%
CC1(C)CC(NC(=O)CC2CCCCC2)CC(C)(C)N1
    9% | 2% | -2%
Nc1cc(S(=O)(=O)O)cc2ccc(S(=O)(=O)O)cc12
    14% | 7% | ·
O=C(CNC(=O)c1ccccc1)NCC(c1ccco1)N1CCCC1 (stereo not given)
    4% | 14% | -3%
O=C(NCc1ccc2c(c1)OCO2)c1ccc(N2C(=O)C3CCCCC3C2=O)cc1 (stereo not given)
    0% | 0% | -24%
O=C(NC(=S)NCCc1ccccn1)c1ccco1
    ? | ? | -5%
Cc1cc(N2CCN(C)CC2)nc2ccc(NC(=O)c3ccc(Br)o3)cc12
    ? | 18µM* | -4%
Cc1ccc(C)c(S(=O)(=O)N2CCN(C(=O)Cn3c(C(F)(F)F)nc4ccccc43)CC2)c1
    -26% | ? | -6%
Cc1nc(N)[nH]c(=O)c1CCCNS(=O)(=O)c1ccc([N+](=O)[O-])cc1
    -13% | -3% | ·
Cc1ccc(C)c(N2CCN(C(=O)CCCN3C(=S)NC(C)(C)CC3C)CC2)c1 (stereo not given)
    18µM* | 10µM* | 2%
CCCOC(=O)/C(=C\C=C\c1ccccc1)NC(=O)c1ccccc1
    -5% | ? | 0%
Cn1c(COc2ccccc2)nnc1SCC(=O)Nc1ccc(N2CCOCC2)c(Cl)c1
    -21% | -10% | 0%
CC1CCCCN1c1nc(-c2ccncc2)nc2ccccc12 (stereo not given)
    ? | 18µM* | -5%
Cc1ccc(S(=O)(=O)N/N=C\c2ccc3c(c2)OCO3)cc1
    -19% | -7% | -15%
O=C(CN1CCN(CC(=O)Nc2ccccc2Cc2ccccc2)CC1)Nc1ccccc1Cl
    10µM* | 12µM* | -18%
COc1cc2c(cc1OC)CN(Cc1cccs1)CC2
    -20% | -11% | -3%
O=C(NCc1cccnc1)C(=O)NCC1OCCN1S(=O)(=O)c1ccccc1 (stereo not given)
    -9% | -2% | 3%
COc1ccc(NC(=O)CNC(c2ccccc2)c2ccccc2)cc1Cl
    ? | ? | -14%
Cc1ccc2c(c1)N(CC(=O)NC(C)CCc1ccccc1)C(=O)c1cccnc1O2 (stereo not given)
    -5% | ? | -16%
CCN(CC)S(=O)(=O)c1ccc(O)c(C(=O)OCC(=O)Nc2cc(C)c(C)cc2[N+](=O)[O-])c1
    24% | -19% | -7%
Cc1cc2ccccc2n1CCNC(=O)c1ccccc1F
    ? | 16µM* | -17%
COC(=O)c1ccc(Cn2c(SCc3ccc(F)cc3)nc3ccncc32)cc1
    ? | ? | -9%
COc1ccc(N2C(=O)/C(=C/c3ccc([N+](=O)[O-])cc3)C=C2c2ccccc2)cc1
    3.7µM* | 2.9µM* | -1%
Cc1ccc(NC(=O)c2cc(S(=O)(=O)N3CCC4(CC3)OCCO4)ccc2F)cc1
    -13% | -11% | -6%
Cn1c(=O)cc(OCCCC(=O)Nc2cccnc2)c2ccccc21
    -22% | -28% | -4%

Screening results as filed in PubChem BioAssay.
